H9c2 TAG inh: triacylglycerol accumulation inhibition | H9c2 cells, Nile Red lipid (TAG) fluorescence; cells loaded with 200 µM oleic acid | inhibition, % at 12.5 µM | 230,000 compounds, 0.66% hits;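 active = pattern-corrected inhibition of lipid staining of at least 50% with the nuclear-stain viability signal not falling by more than 50%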;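 also: 0% = DMSO wells and 100% = triacsin C control wells; some results filed as inactive read as strong as hits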
H9c2 TAG inh DAPI viability: second read-out of H9c2 TAG inh, no call of its own (marks repeat the call); DAPI nuclei signal change (viability), lower = more cytotoxic, %;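 whole-well DAPI fluorescence read on a plate reader as a viability signal; minus 50 percent equals half of cells still viable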
Numbers without * were called inactive.

SMILES: CC1CCCN(S(=O)(=O)c2ccc3c(c2)C(C)(C)C(=O)N3C)C1 (stereo not drawn)
  H9c2 TAG inh = -29.2	H9c2 TAG inh DAPI viability = -0.8

SMILES: O=C(Nc1cc(S(=O)(=O)N2CCOCC2)ccc1N1CCOCC1)C1CCCO1 (stereo not drawn)
  H9c2 TAG inh = -0.5	H9c2 TAG inh DAPI viability = 6.4

SMILES: COc1ccc(CN(C(=O)/C=C/c2ccco2)C2CCS(=O)(=O)C2)cc1 (stereo not drawn)
  H9c2 TAG inh = -6.3	H9c2 TAG inh DAPI viability = 2.0

SMILES: Cc1cc(C)nc(NC(=O)c2cccc([N+](=O)[O-])c2C)n1
  H9c2 TAG inh = -11.9	H9c2 TAG inh DAPI viability = -1.1

SMILES: N#CC(Cc1cc2ccccc2n1S(=O)(=O)c1ccccc1)OCc1ccccc1 (stereo not drawn)
  H9c2 TAG inh = -38.8	H9c2 TAG inh DAPI viability = -17.1

SMILES: CCOc1ccc(-n2c(=O)c3c(C)c(C(=O)N(C)C)sc3n(CC(=O)Nc3ccccc3F)c2=O)cc1
  H9c2 TAG inh = 3.1	H9c2 TAG inh DAPI viability = -8.5

SMILES: Cc1c(Cl)cccc1NC(=S)NNS(=O)(=O)c1ccc([N+](=O)[O-])cc1
  H9c2 TAG inh = 1.7	H9c2 TAG inh DAPI viability = -0.9

SMILES: CC(CC(=O)Nc1ccc(Cl)c([N+](=O)[O-])c1)c1ccccc1 (stereo not drawn)
  H9c2 TAG inh = -15.2	H9c2 TAG inh DAPI viability = -5.0

SMILES: CCOc1cc(NC(=S)NCC2CCCO2)c(OCC)cc1NC(=O)c1cccc(F)c1 (stereo not drawn)
  H9c2 TAG inh = 19.9	H9c2 TAG inh DAPI viability = 10.8

SMILES: COc1ccc(NC(=O)CN(C)C(=O)c2cccc(S(=O)(=O)Nc3ccccc3Cl)c2)cc1
  H9c2 TAG inh = 10.4	H9c2 TAG inh DAPI viability = -5.8

SMILES: Nn1c(Cc2ccccc2F)nnc1SCCOc1ccc(Cl)cc1
  H9c2 TAG inh = -6.7	H9c2 TAG inh DAPI viability = 2.3

SMILES: CCSC1=NN2CCS(=O)(=O)N=C2S1
  H9c2 TAG inh = -5.7	H9c2 TAG inh DAPI viability = -3.2

SMILES: Cc1ccc(C)c(NC(=O)CN(C)C(=O)c2cccc(S(=O)(=O)N3CCN(Cc4ccccc4)CC3)c2)c1
  H9c2 TAG inh = -23.7	H9c2 TAG inh DAPI viability = -4.0

SMILES: COc1ccc(Oc2c(Cl)cnn(-c3ccccc3)c2=O)cc1
  H9c2 TAG inh = -4.4	H9c2 TAG inh DAPI viability = 2.9

SMILES: NNS(=O)(=O)c1ccc(Cc2ncc(C(F)(F)F)cc2Cl)s1
  H9c2 TAG inh = 7.3	H9c2 TAG inh DAPI viability = 1.6

SMILES: Cc1[nH]c2ccccc2c1Cc1n[nH]c(=S)o1
  H9c2 TAG inh = -0.5	H9c2 TAG inh DAPI viability = 12.5

SMILES: CC(C)(CC(=O)O)CC(=O)Nc1ccccc1Oc1ccccc1
  H9c2 TAG inh = 3.5	H9c2 TAG inh DAPI viability = 2.2

SMILES: Cc1ccc(C(=O)OCC(=O)NC2CCCCC2)s1
  H9c2 TAG inh = -8.3	H9c2 TAG inh DAPI viability = 6.5

SMILES: C=CCn1c(O)c(N=Nc2ccccc2[N+](=O)[O-])c2ccccc21
  H9c2 TAG inh = 19.9	H9c2 TAG inh DAPI viability = -2.4

SMILES: Cc1cccc(N2CCN(c3cccc(C)c3)C2c2cccnc2)c1
  H9c2 TAG inh = -8.2	H9c2 TAG inh DAPI viability = -5.8

SMILES: COC(=O)c1ccc2[nH]c3cccc(/C(=C/c4ccccc4)c4ccccc4)c3c2c1
  H9c2 TAG inh = 6.7	H9c2 TAG inh DAPI viability = -11.5

SMILES: COc1ccc(C(=O)Nc2nnc(Cc3ccc(OC)c(OC)c3)s2)cc1
  H9c2 TAG inh = -19.3	H9c2 TAG inh DAPI viability = 6.3

SMILES: COc1cccc(-c2nn(-c3ccccc3)cc2/C=C\C(=O)c2cccs2)c1
  H9c2 TAG inh = 12.3	H9c2 TAG inh DAPI viability = -5.7

SMILES: O=C(NC1CCN(Cc2ccccc2)CC1)c1ccccc1NS(=O)(=O)c1ccc(F)cc1
  H9c2 TAG inh = -0.2	H9c2 TAG inh DAPI viability = 11.9

SMILES: CC1(C(=O)OCC(=O)Nc2nnc(-c3ccccc3)o2)CC1(Cl)Cl (stereo not drawn)
  H9c2 TAG inh = 3.4	H9c2 TAG inh DAPI viability = 0.7

Part of the list above in another layout.
| structure | H9c2 TAG inh | H9c2 TAG inh DAPI viability |
| --- | --- | --- |
| CCOc1ccc(-n2c(=O)c3c(C)c(C(=O)N(C)C)sc3n(CC(=O)Nc3ccccc3F)c2=O)cc1 | 3.1 | -8.5 |
| Cc1cc(C)nc(NC(=O)c2cccc([N+](=O)[O-])c2C)n1 | -11.9 | -1.1 |

New compounds follow:
SMILES: COc1ccccc1C(=O)Nc1ccccc1C(=O)NCc1ccco1
  H9c2 TAG inh = -25.3	H9c2 TAG inh DAPI viability = 4.6

SMILES: COc1ccc(C2=CC(=O)C[C@H](COCc3ccccc3)N(C(=O)OC(C)(C)C)O2)cc1
  H9c2 TAG inh = 1.8	H9c2 TAG inh DAPI viability = -4.6

SMILES: CCc1cc2c(=O)c(-c3cscn3)coc2cc1O
  H9c2 TAG inh = 14.1	H9c2 TAG inh DAPI viability = -0.7

SMILES: COc1ccccc1C(=O)COC(=O)C(NC(=O)Cc1ccccc1)C(C)C (stereo not drawn)
  H9c2 TAG inh = 6.1	H9c2 TAG inh DAPI viability = -0.2

SMILES: N#Cc1c(N)nc2c(c1-c1ccncc1)CCCCC2
  H9c2 TAG inh = -9.4	H9c2 TAG inh DAPI viability = 7.3

SMILES: CCOC(=O)c1ccc(N2CCOCC2)c(NC(=O)COCC(=O)O)c1
  H9c2 TAG inh = -2.9	H9c2 TAG inh DAPI viability = 10.8

SMILES: Cc1ccc(C)c(N2C(=O)c3cc(N4CCOCC4)c([N+](=O)[O-])cc3C2=O)c1
  H9c2 TAG inh = 2.6	H9c2 TAG inh DAPI viability = -5.5

SMILES: CCOC(=O)C1=CN(Cc2cccc(F)c2)S(=O)(=O)N(C)C1c1ccc(C(F)(F)F)cc1 (stereo not drawn)
  H9c2 TAG inh = -8.1	H9c2 TAG inh DAPI viability = -0.8

SMILES: CCn1c(CN2CCCCC2)nc2cc(S(=O)(=O)N3CCCCC3)ccc21
  H9c2 TAG inh = 6.6	H9c2 TAG inh DAPI viability = -24.2

SMILES: C/C(=N\NC(=O)Cc1ccccc1)c1ccc(Br)s1
  H9c2 TAG inh = -5.5	H9c2 TAG inh DAPI viability = 4.7

SMILES: CCOC(=O)c1nnc(-c2ccccc2)nc1Oc1ccc(Cl)cc1
  H9c2 TAG inh = 1.3	H9c2 TAG inh DAPI viability = -6.4

SMILES: Cc1nc2ccccc2c(C(=O)O)c1-c1ccccn1
  H9c2 TAG inh = 6.1	H9c2 TAG inh DAPI viability = -9.3

SMILES: O=C(Nc1nc2c(s1)CCCC2)Oc1ccccc1
  H9c2 TAG inh = -6.7	H9c2 TAG inh DAPI viability = 6.4

SMILES: CCOC(=O)C(=O)Nc1cc(C)nn1-c1nc2ccccc2[nH]1
  H9c2 TAG inh = 5.0	H9c2 TAG inh DAPI viability = 1.8

SMILES: COc1ccc(NC(=S)N2CCN(C(=O)c3ccco3)CC2)cc1OC
  H9c2 TAG inh = -21.7	H9c2 TAG inh DAPI viability = 6.7

SMILES: CC(=O)NC(c1ccc(N(C)C)cc1)c1cc(Cl)c2cccnc2c1O (stereo not drawn)
  H9c2 TAG inh = -8.0	H9c2 TAG inh DAPI viability = -22.6

SMILES: O=C(CCCn1c(SCc2ccccc2F)nc2ccccc2c1=O)NCC1CCCO1 (stereo not drawn)
  H9c2 TAG inh = -23.4	H9c2 TAG inh DAPI viability = -2.4

SMILES: Cc1nonc1C1CCCN1Cc1cn[nH]c1-c1ccc(-c2ccccc2)cc1 (stereo not drawn)
  H9c2 TAG inh = -6.3	H9c2 TAG inh DAPI viability = 5.4

SMILES: CCc1cc(-c2nnn(-c3cc(C(C)C)ccc3C)c2CC)ccc1-c1cn(CCc2c[nH]c3ccccc23)nn1
  H9c2 TAG inh = 10.9	H9c2 TAG inh DAPI viability = -4.5

SMILES: Cc1ccc(NC(=O)CN(C)CC(=O)Nc2ccc3c(c2)OCO3)cc1
  H9c2 TAG inh = 2.9	H9c2 TAG inh DAPI viability = -1.6

SMILES: CCC(=O)c1ccc(OCC(=O)OCC(=O)NC2CCCCCCC2)cc1
  H9c2 TAG inh = 9.1	H9c2 TAG inh DAPI viability = 2.4

SMILES: COc1cc2ccc(NC(C)=O)cc2cc1OC
  H9c2 TAG inh = -0.1	H9c2 TAG inh DAPI viability = 7.2

SMILES: COc1ccc(/C=N/Nc2ncnc3c2[nH]c2ccc(C)cc23)c(OC)c1OC
  H9c2 TAG inh = 35.9	H9c2 TAG inh DAPI viability = 8.7

SMILES: O=C(C1CC1)N1CCc2[nH]c3ccccc3c2C1
  H9c2 TAG inh = 6.9	H9c2 TAG inh DAPI viability = -7.8

SMILES: COc1ccc(Cn2cccc(NC(=O)Nc3ccc(F)cc3)c2=O)cc1
  H9c2 TAG inh = 2.3	H9c2 TAG inh DAPI viability = -9.6

Profiles, quoted from the list. Values in the order: H9c2 TAG inh	H9c2 TAG inh DAPI viability
O=C(CCCn1c(SCc2ccccc2F)nc2ccccc2c1=O)NCC1CCCO1 (stereo not drawn) as listed: -23.4	-2.4
COc1ccccc1C(=O)COC(=O)C(NC(=O)Cc1ccccc1)C(C)C (stereo not drawn) as listed: 6.1	-0.2
CCOC(=O)C(=O)Nc1cc(C)nn1-c1nc2ccccc2[nH]1 as listed: 5.0	1.8
CC(=O)NC(c1ccc(N(C)C)cc1)c1cc(Cl)c2cccnc2c1O (stereo not drawn) as listed: -8.0	-22.6
COc1ccc(Cn2cccc(NC(=O)Nc3ccc(F)cc3)c2=O)cc1 as listed: 2.3	-9.6

More entries follow:
SMILES: O=C(Nc1nccs1)c1ccc2nccnc2c1
  H9c2 TAG inh = 13.5	H9c2 TAG inh DAPI viability = -2.6

SMILES: O=C(CN1C(=O)NC2(CCOc3ccccc32)C1=O)Nc1ccc(Br)cc1F (stereo not drawn)
  H9c2 TAG inh = 8.6	H9c2 TAG inh DAPI viability = 3.7

SMILES: CCCc1c(C(=O)N/N=C/c2ccc(-c3ccccc3)cc2)nnn1-c1nonc1N
  H9c2 TAG inh = 8.8	H9c2 TAG inh DAPI viability = 8.2

SMILES: O=c1[nH]n2c(=O)c3c([nH]c2c1N=Nc1cccc(Cl)c1)CCCC3
  H9c2 TAG inh = 5.7	H9c2 TAG inh DAPI viability = -4.1

SMILES: CN(C)S(=O)(=O)c1cc(NC(=O)Cn2ccsc2=N)ccc1Cl
  H9c2 TAG inh = -13.3	H9c2 TAG inh DAPI viability = 5.4

SMILES: CN1CCN(C(=O)C2CCC(C)(C(=O)O)C2(C)C)CC1 (stereo not drawn)
  H9c2 TAG inh = -5.1	H9c2 TAG inh DAPI viability = 8.7

SMILES: Nc1nonc1-n1nnc(C(=O)N/N=C/c2ccco2)c1CSc1ccc(Cl)cc1
  H9c2 TAG inh = -11.9	H9c2 TAG inh DAPI viability = -4.5

SMILES: N#C/C(=C\c1cccc([N+](=O)[O-])c1)C(=O)NCC1CCCO1 (stereo not drawn)
  H9c2 TAG inh = -3.3	H9c2 TAG inh DAPI viability = -2.0

Structures above that contain bromine, in the order listed:
SMILES: C/C(=N\NC(=O)Cc1ccccc1)c1ccc(Br)s1
  H9c2 TAG inh = -5.5	H9c2 TAG inh DAPI viability = 4.7

SMILES: O=C(CN1C(=O)NC2(CCOc3ccccc32)C1=O)Nc1ccc(Br)cc1F (stereo not drawn)
  H9c2 TAG inh = 8.6	H9c2 TAG inh DAPI viability = 3.7

Not all compounds are listed (hit frequency here may not be typical).
